# Compound activity: PubChem, National Center for Advancing Translational Sciences (NCATS)
# JMJD2A Tudor: JMJD2A Tudor domain (human) inhibition; AlphaScreen JMJD2A-Tudor / H3K4me3 peptide binding; AID 504339; O75164; 390,000 tested, 4.4% active; Potency, µM (series often up to 114 µM), for the others: at the top dose activity change, negative = inhibition, hits mostly inhibitors; note: potency is the fitted concentration of half-maximal effect; % is set by controls: 0 for no effect and ±100 for the full control effect; nearly all actives have a fitted effect of over 50% in size
# Pin1 inh: blocks the human prolyl isomerase Pin1. Q13526. Pin1 FP peptide displacement, HiFluor488, 10 min. Potency, µM (series often up to 115 µM), without a hit: at the highest dose activity, negative = inhibition, usual class: inhibitors. 390,000 tested, 0.009% active. AID 504891; active = well fitted inhibition curve with a large enough effect in the polarisation, with a control signal flat, not every such curve was filed as active; inconclusive = small, poorly fitted or top-dose-only effect, or effect the other way, or a change in a side signal; inactive = no such curve, though single readings can be large or run the other way; the % refers to the polarisation; note: potency is the fitted concentration of half-maximal effect; % is set by controls: 0 for no effect and ±100 for the full control effect
# PGK inhibitor: T. brucei PGK inhibition; P07378; PGK/GAPDH coupled, Kinase-Glo luminescence, 60 min; Potency, µM (titrated, usually from 57.5 µM), for the others: at the top dose activity change, negative = inhibition, usual class: inhibitors; 380,000 tested, 0.043% active; AID 602233; note: potency is the fitted concentration of half-maximal effect; % is set by controls: 0 for no effect and ±100 for the full control effect; nearly all actives have a fitted effect of over 60% in size
#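 Recombinant glycosomal PGK reaction used 1,3-bisphosphoglycerate generated in-well by GAPDH (100nM final) in 100mM TEA pH 7.6, 5mM MgCl2, 0.01% Tween-20. After 60 minutes at room temperature, ATP was read by Kinase-Glo Plus luminescence end-point.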
# GLS inhibitor: blocks human kidney-isoform glutaminase activity; O94925; GLS enzymatic activity, qHTS titration; Potency, µM (top dose mostly 45.5 µM), for inactives: at the top dose activity change, negative = inhibition, usual class: inhibitors; 410,000 tested, 0.21% active; note: potency is the fitted concentration of half-maximal effect; % is set by controls: 0 for no effect and ±100 for the full control effect
#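 Coupled fluorescence readout: glutamate oxidase/HRP/Amplex Red detect glutamate formed by hKGA from L-glutamine (1 mM solution added). Buffer 45 mM KH2PO4 pH 8.2, 0.02% Tween-20; reads at t0 and 30 min RT.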
# PI4K2A inh: blocks human PI4K2A kinase activity. purified PI4K2A, ADP-Glo luminescence, 1 h; stronger effect = lower value. activity change, negative = inhibition, % at 76.9 µM. 420,000 tested, 0.13% active. AID 1346378; in the data active = activity change below about -50%; inconclusive = mostly about -30% to -49%;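 note: -100% = wells without enzyme as full effect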
#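 ADP-Glo luminescence measured ADP generated by PI4K2A enzyme (4 ug/mL before mixing) with 1.2 mM PI substrate (pre-mix) and 300 microM ATP (pre-mix). Tris pH7.5 buffer with MgCl2, Triton X-100; 1 h reaction at ambient temperature.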
# HP1b binding inh: HP1-beta chromodomain-methylated histone interaction inhibition. AID 540317. AlphaScreen HP1-beta / biotin-H3K9me3 peptide binding. 390,000 tested, 0.56% active. P83916. Potency, µM (highest dose often 114 µM), without a hit: at the highest dose activity change, negative = inhibition, hits mostly inhibitors; note: potency is the fitted concentration of half-maximal effect; nearly all actives have a fitted effect of over 70% in size; inactives centre near 23
#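 AlphaScreen: HP1-beta (50 nM) preformed 30 min with biotin-H3(1-18)K9me3 peptide (50 nM) in PBS pH 7.4, 0.01% Tween-20. Compound added for 30 min at RT, then streptavidin donor/nickel chelate acceptor beads (10 ug/mL) for 30 min.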
# Pol eta inh: blocks human DNA polymerase eta activity | Q9Y253 | AID 588591 | recombinant Pol eta, fluorescent DNA replication assay | 390,000 tested, 1.2% active | Potency, µM (series often up to 114 µM), inactives show at the highest dose activity change, negative = inhibition, actives largely listed as inhibitors; note: potency is the fitted concentration of half-maximal effect; % is set by controls: 0 for no effect and ±100 for the full control effect
#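 Fluorescent replication assay: 50 nM final substrate added after a 15 min room-temperature compound preincubation with 10 nM enzyme. Signal taken at 0 min and again at 10 min.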
# G9a block: inhibitors of human histone lysine methyltransferase G9a | G9a H3K9 monomethylation, AlphaScreen, 2 h | Potency, µM (series often up to 102 µM), inactives show at the top dose activity, negative = inhibition, actives largely listed as inhibitors | 350,000 tested, 8.8% active | AID 504332; note: potency is the fitted concentration of half-maximal effect; % is set by controls: 0 for no effect and ±100 for the full control effect; nearly all actives have a fitted effect of over 75% in size
#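 Methyltransferase reactions run at room temperature for 2 h (20 nM enzyme, 500 nM biotin-H3K9 peptide, 20 uM SAM) after a 15 min compound preincubation; product detected by AlphaScreen beads and anti-H3K9me1 antibody.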
# BAZ2B inh: inhibitors of human BAZ2B bromodomain; 360,000 tested, 4.4% active; Potency, µM (top dose mostly 114 µM), for the others: top-dose activity change, negative = inhibition, usual class: inhibitors; AlphaScreen BAZ2B-H3K14Ac peptide displacement; Q9UIF8; note: potency is the fitted concentration of half-maximal effect; % is set by controls: 0 for no effect and ±100 for the full control effect; nearly all actives have a fitted effect of over 60% in size
# Target sequence (Q9UIF8 whole entry, looked up): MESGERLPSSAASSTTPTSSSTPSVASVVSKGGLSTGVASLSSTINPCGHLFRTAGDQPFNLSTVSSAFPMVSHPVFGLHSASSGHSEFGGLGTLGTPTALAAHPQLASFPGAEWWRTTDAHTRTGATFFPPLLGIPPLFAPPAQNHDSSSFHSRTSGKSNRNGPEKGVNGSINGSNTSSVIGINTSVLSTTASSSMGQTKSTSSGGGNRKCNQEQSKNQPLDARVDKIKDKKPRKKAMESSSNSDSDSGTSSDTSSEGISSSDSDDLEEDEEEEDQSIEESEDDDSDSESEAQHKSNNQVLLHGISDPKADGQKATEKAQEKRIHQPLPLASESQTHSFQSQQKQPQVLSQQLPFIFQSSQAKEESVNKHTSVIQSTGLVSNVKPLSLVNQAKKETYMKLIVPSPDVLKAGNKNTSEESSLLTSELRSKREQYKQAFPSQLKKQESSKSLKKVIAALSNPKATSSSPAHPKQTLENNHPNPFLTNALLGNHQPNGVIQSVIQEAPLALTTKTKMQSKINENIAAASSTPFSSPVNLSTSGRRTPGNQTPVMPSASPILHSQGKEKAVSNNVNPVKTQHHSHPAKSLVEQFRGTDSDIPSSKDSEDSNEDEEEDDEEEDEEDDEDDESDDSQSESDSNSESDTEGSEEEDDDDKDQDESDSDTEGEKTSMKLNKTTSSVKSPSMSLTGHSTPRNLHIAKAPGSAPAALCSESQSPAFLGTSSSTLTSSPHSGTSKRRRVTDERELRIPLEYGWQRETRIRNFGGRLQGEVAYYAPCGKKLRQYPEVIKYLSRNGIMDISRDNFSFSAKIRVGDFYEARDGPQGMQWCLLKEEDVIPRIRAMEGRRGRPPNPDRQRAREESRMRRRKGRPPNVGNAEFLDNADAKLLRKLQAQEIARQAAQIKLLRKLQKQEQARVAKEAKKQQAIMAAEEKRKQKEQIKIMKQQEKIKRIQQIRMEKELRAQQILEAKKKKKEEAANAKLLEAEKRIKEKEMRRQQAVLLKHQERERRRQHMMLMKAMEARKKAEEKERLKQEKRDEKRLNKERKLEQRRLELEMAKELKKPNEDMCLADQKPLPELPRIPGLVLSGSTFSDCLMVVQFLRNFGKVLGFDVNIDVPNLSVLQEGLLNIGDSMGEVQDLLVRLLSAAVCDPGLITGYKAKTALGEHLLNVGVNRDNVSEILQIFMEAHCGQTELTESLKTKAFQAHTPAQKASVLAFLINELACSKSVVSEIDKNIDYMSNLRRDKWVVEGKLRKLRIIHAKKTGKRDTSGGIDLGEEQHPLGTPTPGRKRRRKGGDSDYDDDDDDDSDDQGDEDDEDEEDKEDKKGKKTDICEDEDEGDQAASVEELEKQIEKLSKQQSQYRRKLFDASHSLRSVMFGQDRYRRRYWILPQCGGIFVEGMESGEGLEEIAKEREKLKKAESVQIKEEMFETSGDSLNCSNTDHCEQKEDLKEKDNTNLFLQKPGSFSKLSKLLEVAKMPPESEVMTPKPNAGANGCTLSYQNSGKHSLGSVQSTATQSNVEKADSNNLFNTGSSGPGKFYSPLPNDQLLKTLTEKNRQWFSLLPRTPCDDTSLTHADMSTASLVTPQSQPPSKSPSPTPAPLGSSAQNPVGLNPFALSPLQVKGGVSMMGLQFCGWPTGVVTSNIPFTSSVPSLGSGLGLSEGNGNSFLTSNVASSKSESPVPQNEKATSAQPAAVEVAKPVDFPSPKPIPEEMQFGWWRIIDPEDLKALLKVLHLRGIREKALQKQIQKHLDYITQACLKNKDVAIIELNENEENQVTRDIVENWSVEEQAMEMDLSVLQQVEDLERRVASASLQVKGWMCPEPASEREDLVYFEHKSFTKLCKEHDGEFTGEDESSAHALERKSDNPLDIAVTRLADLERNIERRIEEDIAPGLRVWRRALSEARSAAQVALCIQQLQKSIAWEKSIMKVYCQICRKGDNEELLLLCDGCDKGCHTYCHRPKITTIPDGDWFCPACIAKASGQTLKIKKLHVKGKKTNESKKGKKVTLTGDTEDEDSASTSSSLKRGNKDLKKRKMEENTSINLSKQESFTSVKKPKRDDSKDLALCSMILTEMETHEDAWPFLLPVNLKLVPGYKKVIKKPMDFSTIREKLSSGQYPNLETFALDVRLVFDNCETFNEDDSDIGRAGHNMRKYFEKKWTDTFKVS
#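 BAZ2B (50 nM) with biotin-H3(5-23)K14Ac peptide (50 nM) in PBS pH 7.4, 0.01% Tween-20, preformed 30 min, then compound 30 min at room temperature; top concentration 110uM. AlphaScreen streptavidin donor/nickel chelate acceptor beads (10 ug/mL final), 20 min dark, signal read.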
# The depositor's hits bear a star; i = inactive; ? = inconclusive; . = not tested or not shown; & = joins results of further samples; [ ] = remark or other dose. Unless noted, calls come from the whole dose curve; as a rule, active = well fitted curve in the direction sought with a large enough effect; inconclusive = small, poorly fitted or top-dose-only effect, or another doubt; inactive = no such curve, though single readings can be large; an effect the other way counts as inactive or inconclusive.
JMJD2A Tudor,Pin1 inh,PGK inhibitor,GLS inhibitor,PI4K2A inh,HP1b binding inh,Pol eta inh,G9a block,BAZ2B inh,SMILES
-14%,?,9%,-5%,1,22%,-15%,5%,0%,OCC1(Cc2cccc(C(F)(F)F)c2)CCN(Cc2cc(F)cc(F)c2)CC1
-1%,4%,0%,0%,-3,16%,-6%,.,-11%,CNC(=O)c1cc(S(=O)(=O)N2CC(C)OC(C)C2)ccc1N1CCCCC1 (stereo not drawn)
-23%,-1%,i,3%,7,38%,-15%,13%[59 µM],-20%,Cc1nn(-c2ccc(N3CCCC3)nn2)c(C)c1CCC(=O)Nc1ccc(F)cc1F
-4%,-9%,6%,8%,-3,23%,3%,-2%[59 µM],0%,CCN(CC)C(=O)CSc1nnc2[nH]c(=O)cc(C)n12
-12%,-9%,6%,5%,4,38%,-6%,22µM*,-1%,c1ccc2c(c1)CCOC2CNCCCN1CCCCC1 (stereo not drawn)
-8%,6%,0%,-5%,-2,11%,1%,3%[59 µM],7%,Cc1ccnc(N2CCC(C(=O)NC3CCCCCC3)CC2)n1
-1%,-1%,0%,0%,7,18%,3%,-24%,-4%,O=C(NCCOC(=O)c1cccs1)c1cccnc1
-5%,0%,i,5%,-1,54%[activator],-13%,23%[12.7 µM],-15%,CCOc1ccc(S(=O)(=O)Nc2ccc(C(=O)NN)cc2)cc1
-35%,44%[activator],-1%,-18%,-15,-22%,3%,-3%,?,C=CCn1c(SCc2ccc3c(c2)OCO3)nc2scc(-c3ccco3)c2c1=O
-22%,-5%,-10%,-4%,0,22%,-2%,18%[12.7 µM],-9%,Cc1ccc(CCNC(=O)Cn2cccc2)cc1
50µM*,1%,-4%,21%,3,-32%,-14%,?,50µM*,C/C=C/C=C/C(=O)N1CC[C@]23c4ccccc4N[C@H]4N(C)c5cccc6c5[C@]42CCN([C@H]6C2OC2(C)C)[C@H]13 (stereo partly drawn)
-17%,0%,3%,5%,-4,3%,0%,-13%,3%,CCOc1ccccc1NC(=O)CN1CCC(NC(=O)Nc2ccccc2)CC1

# Next part.
JMJD2A Tudor,Pin1 inh,PGK inhibitor,GLS inhibitor,PI4K2A inh,HP1b binding inh,Pol eta inh,G9a block,BAZ2B inh,SMILES
12%,2%,-5%,-3%,6,45%[activator],-10%,-14%,0%,O=C(CSCc1ccccc1)NNc1c(F)c(F)cc(F)c1F
-5%,0%,-6%,-8%,2,40%[activator],-20%,12%[12.7 µM],4%,Cc1ccc2c(c1)COc1c3ccc(C(=O)N[C@@H](C)CO)cc3nn1-2
-22%,22%,3%,1%,2,31%,-16%,5%[12.7 µM],-15%,Cc1cccc(NC(=O)c2nc[nH]c2C(=O)N[C@@H](Cc2ccccc2)C(=O)OCc2ccccc2)c1
-4%,0%,6%,6%,-2,32%,-5%,-11%[12.7 µM],-4%,CC(OC(=O)c1cnc(Cl)c(Cl)c1)C(=O)NCc1ccccc1 (stereo not drawn)
-19%,39%[activator],0%,-1%,-8,21%,?,?,1%,O=C(CSc1nc2ccc(Cl)cc2[nH]1)N1CCN(C(=O)c2ccco2)CC1
-11%,0%,-7%,1%,-7,3%[57 µM],-6%,50µM*,-27%,COc1cccc(N2CCN(C(=O)c3ccc(CS(=O)c4ccc(C)cc4)o3)CC2)c1 (stereo not drawn)
-7%,3%,i,2%,-4,33%,-11%,5%,3%,Cc1cccc(CC(=O)c2c[nH]c3ccccc23)c1
-20%,-6%,-8%,-1%,-3,29%,-7%,58%[activator],7%,CC(=O)Nc1cccc(NC(=O)CSc2nnc3ccc(-c4ccccn4)nn23)c1
-18%,-7%,i,1%,-3,29%,-19%,11%[59 µM],5%,O=C(CN1CCc2ccccc2C1)Nc1cc(S(=O)(=O)N2CCOCC2)ccc1N1CCOCC1
?,8%,i,0%,-1,-11%,-13%,-37%,-34%,Cc1ccccc1CC1(CO)CCCN(Cc2nc(-c3cccs3)oc2C)C1 (stereo not drawn)
-17%,2%,6%,15%,-5,22%,2%,12%,-15%,Cc1cccc(N2CCN(C(=O)c3cc(S(=O)(=O)N4CCOCC4)cn3C)CC2C)c1 (stereo not drawn)
-15%,-12%,.,1%,5,22%,7%,-13%[59 µM],5%,O=C(Nc1cnn(C23CC4CC(CC(C4)C2)C3)c1)c1cc(-c2ccccc2)on1

# More structures:
JMJD2A Tudor,Pin1 inh,PGK inhibitor,GLS inhibitor,PI4K2A inh,HP1b binding inh,Pol eta inh,G9a block,BAZ2B inh,SMILES
-4%,-1%,0%,-2%,-2,35%,-1%,4%,3%,CCOC(=O)C(=CNc1ccc(C#N)cc1)C(=O)OCC
?,-1%,-7%,0%,5,0%,-16%,?,-11%,CS(=O)(=O)c1ccc2nc(NC(=O)C3CC(=O)N(c4ccccc4)C3)sc2c1 (stereo not drawn)
-14%,-10%,-9%,-1%&-16%,-6&1&3,40%[activator],-10%,?,9%,NS(=O)(=O)c1cc2c(cc1Cl)NC(C1CC3C=CC1C3)NS2(=O)=O (stereo not drawn)
-8%,-6%,0%,0%,-2,30%,5%,?,13%,Cc1nn(-c2ccccc2)c(Cl)c1C(=O)NCC(=O)O
-12%,2%,i,-13%,-6,?,-16%,11µM*,-4%,NS(=O)(=O)c1ccc(NC(=S)NCC2CCCO2)cc1 (stereo not drawn)
-18%,4%,-1%,3%,-1,8%,-6%,-1%[59 µM],-12%,O=c1[nH]c2ccc(NCc3ccc(-c4ccc(Br)cc4)o3)cc2[nH]1
7%,2%,i,-4%,-1,35%,-4%,.,-3%,Cc1ccc(CNC(=O)Cn2c(=O)n(CC(=O)N3CCCCC3)c(=O)c3sccc32)cc1
-14%,7%,-9%,1%,1,30%,-15%,-45%,-4%,CCCCc1nnc(NC(=O)c2oc3ccccc3c2C)s1
.,.,-1%,0%,0,.,-4%,.,.,C[C@@H]1CN([C@@H](C)CO)C(=O)CCCn2nncc2CO[C@H]1CN(C)C(=O)Nc1ccc2c(c1)OCO2
-15%,-7%,-9%,7%,-1,9%,-8%,3%[59 µM],5%,N/C(=N\OC(=O)c1ccc2ccccc2c1)c1cccc([N+](=O)[O-])c1
-4%,-1%,-9%,0%,-14,25%,-4%,-8%[12.7 µM],5%,O=C(CCCOc1ccccc1)N1CCN(S(=O)(=O)c2cccs2)CC1
-21%,6%,-1%,1%,-3,1%,-20%,-15%[59 µM],-20%,Cc1ccc(C)c(S(=O)(=O)c2nnn3c2nc(NC2CCCC2)c2sccc23)c1

# Following part.
JMJD2A Tudor,Pin1 inh,PGK inhibitor,GLS inhibitor,PI4K2A inh,HP1b binding inh,Pol eta inh,G9a block,BAZ2B inh,SMILES
-14%,-8%,-3%,10%,-3,39%,-13%,.,-1%,CC(=O)Nc1ccc2sc(C)nc2c1
?,11%,-3%,-14%,-1,?,-22%,?,40µM*,NC(N)=N/N=C/c1ccc(OCc2ccccc2)c(OCc2ccccc2)c1
-8%,1%,-9%,0%,-3,64%[activator],-14%,0%[59 µM],-3%,CCCN1CC23C=CC(O2)C(C(=O)O)C3C1=O (stereo not drawn)
6%,0%,3%,.,5,29%,-5%,2%[59 µM],15%,Cc1c(Cl)cccc1NC(=O)CC(C(=O)O)C1CCCO1 (stereo not drawn)
-14%,1%,-11%,-11%,-2,17%,-19%,11%,3%,Cc1nn(C)c(NC(=O)c2ccc(Cl)cc2Cl)c1Br
-5%,1%,3%,-2%,1,36%,-7%,9%,2%,Cc1cc2oc(=O)cc(CN3CCN(Cc4ccccc4)CC3)c2cc1C
-20%,-3%,1%,17%,0,3%,-4%,23%[12.7 µM],4%,CCn1c(Cc2ccc(OC)cc2)nnc1SCC(=O)N1CCN(c2ccccc2)CC1
-25%,?,-1%,6%,0,18%,-7%,?,?,COC(=O)[C@@]1(Cc2ccc(F)cc2)[C@H]2c3cc(C(=O)N(C)C)n(Cc4c(CO)[nH]cc(C)c4=O)c3C[C@H]2CN1C(=O)c1ccccc1
-14%,19%,i,-5%,-3,42%[activator],-8%,?,-33%,Cc1ccccc1-n1c(C)cc(/C=N/Nc2ccc([N+](=O)[O-])cn2)c1C
-18%,-2%,8%,5%,5,2%,1%,-22%,-22%,COc1ccc(C2CC(c3ccccc3)=NN2C(=O)COC(=O)C2(C)CC2(Cl)Cl)cc1 (stereo not drawn)
-10%,-6%,4%,-2%,0,30%,-10%,-3%[59 µM],12%,Cc1nnc(SCC(=O)N2CCc3ccccc32)s1
-15%,2%,-4%,1%,-1,17%,-10%,-45%,5%,Cc1cc2ccccn2c1C(=O)c1ccncc1

# (further entries)
JMJD2A Tudor,Pin1 inh,PGK inhibitor,GLS inhibitor,PI4K2A inh,HP1b binding inh,Pol eta inh,G9a block,BAZ2B inh,SMILES
-7%,-7%,4%,5%,0,-2%,-2%,13%,-3%,CN(CC(=O)Nc1ccccc1Br)C(=O)CNC(=O)Cc1cccc2ccccc12
-8%,0%,-6%,9%,-5,21%,-3%,9%[12.7 µM],-12%,Cc1cccc(OCC(=O)NCC(=O)N/N=C/c2c(C)[nH]c3ccccc23)c1
-1%,1%,-2%,3%,3,22%,-3%,8%,-2%,O=C(NC1CCCCC1)C1COc2ccccc2O1 (stereo not drawn)
?,?,-18%,?,-21,-34%,13µM*,40µM*,?,O=C(CN1C(=O)/C(=C/c2ccco2)SC1=S)NC1CCS(=O)(=O)C1 (stereo not drawn)
4%,11%,5%,0%,-2,29%,4%,-1%,1%,COc1ccc(N2C(=O)CCC(C(=O)NCc3cccnc3)C2c2ccc(OC)c(OC)c2)cc1 (stereo not drawn)

# Some of the compounds tested; count on the stated rates, not on these rows.
